Source: PubChem BioAssay (Small Molecule Screening Facility, UW Madison)
SSB-PriA inh: inhibitors of Klebsiella pneumoniae PriA binding to SSB C-terminal tail, primary screen, biochemical, AlphaScreen; 430,000 tested, 0.6% active; AID 1272365, 2023; inhibition, % at 33 µM; PriA–SSB C-terminal tail interaction (Klebsiella pneumoniae); AlphaScreen SSBct-PriA binding, biotinylated peptide; in the data active = inhibition mostly above about 37%, no sharp cut-off; inactive = mostly below about 20%;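 also: plate controls were negative control peptide for no effect and reference peptide for full effect; strong numbers were not always called active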
* hit, by the source's call; & = joins results of further samples. This is a subset, so the mix of outcomes need not match the whole.

nr | smiles | SSB-PriA inh
1 | Cc1nnc(NC(=O)CSc2nnc(-c3ccc4c(c3)OCCO4)o2)s1 | -5.0
2 | CCN(CC)CCCN1C(=O)C(=O)C(=C(O)c2c(C)nc3ccccn23)C1c1ccc(C)o1 (stereo not drawn) | 1.8
3 | CSc1ccccc1C(=O)Nc1nc2ccc3nc(C)sc3c2s1 | 8.0
4 | O=S(=O)(c1ccc2c(c1)CCCC2)N1CCCSCC1CN1CCOCC1 (stereo not drawn) | -4.0
5 | Cc1n[nH]c(C)c1CCC(=O)NN=Cc1c[nH]c2ccccc12 | 4.4
6 | COc1cc(NC(=O)[C@H]2CC(=O)N(c3cccc(Br)c3)C2)ncn1 | -5.0
7 | O=C(Nc1nc(C(=O)N2CCN(Cc3ccc4c(c3)OCO4)CC2)cs1)c1ccccc1 | 2.0
8 | CCOC(=O)Cc1csc(NC(=O)CCc2c(C)nn(-c3nc(C)cc(=O)[nH]3)c2C)n1 | -2.0
9 | Cc1ccc(C(=O)NN=C(CC(C)C)c2ccccc2)cc1 | -19.0
10 | CCc1nnc(NC(=O)c2ccc(-c3ccc(OC)cc3[N+](=O)[O-])o2)s1 | -9.0
11 | COCCOc1ccc(C(=O)O)cc1 | -26.0
12 | O=C(Cn1c(=O)n(Cc2ccc3c(c2)OCO3)c(=O)c2ncccc21)OCc1ccccc1 | 8.0
13 | O=C(Nc1nnc(-c2ccncc2)o1)c1cccc(Oc2ccccc2)c1 | -8.0&21.0
14 | COc1nccnc1O[C@H]1CCN(C(=O)c2cc3ccccc3[nH]2)C1 | -1.0
15 | O=C(Nc1cccs1)N1CCN(Cc2nc(-c3cccs3)cs2)CC1 | 15.0
16 | C=CCn1c(-c2ccc(OC)c(OC)c2)cs/c1=N/NC(=O)Nc1ccccc1 | 17.0
17 | COc1ccc(CC(=O)Nc2ccc3c(c2)N(C(=O)c2cccs2)CC3)cc1OC | 6.0
18 | Cc1ccc(-c2c(C(=O)NN=CC3CCCCC3)nnn2-c2nonc2N)cc1 | -2.8
19 | C/C(=N/NC(=O)Cn1nnc2ccccc21)c1ccccc1 | -2.0
20 | COc1ccc(Cl)cc1NC(=O)CN1CCCN(Cc2ccccc2)S1(=O)=O | 4.0
21 | O=C(NN=Cc1ccccc1O)C1CC(=O)N(c2ccc(F)cc2)C1 (stereo not drawn) | -16.4
22 | O=C(Nc1ccc(NC(=O)c2scc(-c3ccccc3)c2-n2cccc2)cc1)c1ccco1 | -1.0
23 | Cn1c(=O)c2c(NCCc3ccc(S(N)(=O)=O)cc3)ccnc2n(C)c1=O | -3.0
24 | CCOC(=O)c1ccc(NC(=O)Nc2c3ccccc3nc(=O)n2Cc2cccs2)cc1 | 4.0
25 | CCCOc1cc(Nc2ccc(NC(=O)c3c(F)cccc3F)cc2)nc(C)n1 | -6.0&12.0
26 | COc1ccc(-c2cc(=O)n(CC(=O)Nc3cccc(C(F)(F)F)c3)cn2)cc1 | -5.0
27 | Cc1cc(CNS(=O)(=O)Cc2ccc(C(F)(F)F)cc2)c(C)o1 | -8.0
28 | Cc1ccc(Cn2cc(C(=O)NNC(=O)NC(C)(C)C)ccc2=O)cc1 | -6.0
29 | CC1CN(S(=O)(=O)c2ccc(C(=O)Nc3ccccc3C#N)cc2)CC(C)O1 (stereo not drawn) | -13.0
30 | COc1ccccc1-c1ccc(N2CCN(S(=O)(=O)c3ccc(F)cc3F)CC2)nn1 | 5.0

A different layout for part of the listing above.
25) CCCOc1cc(Nc2ccc(NC(=O)c3c(F)cccc3F)cc2)nc(C)n1
  SSB-PriA inh: -6.0&12.0
4) O=S(=O)(c1ccc2c(c1)CCCC2)N1CCCSCC1CN1CCOCC1 (stereo not drawn)
  SSB-PriA inh: -4.0
1) Cc1nnc(NC(=O)CSc2nnc(-c3ccc4c(c3)OCCO4)o2)s1
  SSB-PriA inh: -5.0
7) O=C(Nc1nc(C(=O)N2CCN(Cc3ccc4c(c3)OCO4)CC2)cs1)c1ccccc1
  SSB-PriA inh: 2.0

Later entries.
nr | smiles | SSB-PriA inh
31 | O=C(NN=Cc1cc([N+](=O)[O-])ccc1O)Nc1ccccc1 | -12.6
32 | Cc1ccc(-c2nc(CCNC(=O)C(=O)Nc3ccccc3Cl)cs2)cc1 | 1.0
33 | CCc1cc(S(=O)(=O)Nc2cc(C)ccn2)ccc1OC | -10.0
34 | CC(CCc1ccccc1)NC(=O)CSc1nc2c(sc(=S)n2-c2ccccc2)c(=O)[nH]1 (stereo not drawn) | -4.0
35 | O=C(NN=Cc1ccc2cccc(OCc3ccccc3)c2n1)c1ccc(Br)cc1 | 4.4
36 | Cc1ccc(-n2c(C)cc(C(=O)CSc3nc4sc(C)c(C)c4c(=O)n3-c3ccccc3)c2C)cc1C | -12.0
37 | O=[N+]([O-])c1ccccc1S(=O)(=O)NCCOc1ccc(-c2cccs2)nn1 | 15.0
38 | COc1ccc2oc(=O)c(S(=O)(=O)N3CCc4ccccc4C3)cc2c1 | 2.0
39 | O=C(NCc1cncc(-c2cccs2)c1)c1cc(-c2ccco2)[nH]n1 | -11.0
40 | Cc1cnc(C(=O)N2CCc3nc4ccc(F)cn4c(=O)c3C2)cn1 | -6.0
41 | COc1ccc(-c2cc(C(F)(F)F)n3nc(C(=O)Nc4ccc(Oc5ccc(C(C)=O)cc5)cc4)cc3n2)cc1 | -9.0&-6.0
42 | Cc1ccsc1CCC(=O)N1CC(S(=O)(=O)c2ccc(F)cc2)C1 | -16.0
43 | COc1ccc(C=NNC(=O)C2CC2)c(OC)c1OC | 1.8
44 | C[N+](C)(C)CC(=O)N/N=C\c1ccco1 | -20.0
45 | Cc1ccc(NC(=O)CCC2NC(=O)c3ccccc3NC2=O)c(C)c1 (stereo not drawn) | 17.0
46 | CN(C)c1ccc(C(=O)NCC[C@H](O)c2cccs2)cc1 | -9.0
47 | O=C(CCl)Nc1ccc(S(=O)(=O)Nc2ncccn2)cc1 | 0.0
48 | O=C(NCc1ccc(F)cc1)C1CCN(c2ncnc3c2sc2ncccc23)CC1 | -14.0&-11.0
49 | CC(=NNC(N)=O)c1ccccc1 | -10.3
50 | O=C(COc1ccc(F)cc1)NCC1CCN(C2CCCC2)CC1 | -2.0
51 | O=C(Cn1nc2n(c(=O)c1=O)CCN2c1ccc(F)cc1)Nc1ccccc1C(F)(F)F | -3.0
52 | Cc1nn(C2CCS(=O)(=O)C2)c2nc(-c3cccs3)cc(C(=O)N3CCCC3)c12 (stereo not drawn) | -1.0
53 | N#CCn1cnc2ccccc21 | -3.0
54 | O=C(NCc1ccccc1Cl)Nc1c[nH]c2ccccc12 | -9.0
55 | O=S(=O)(NCC(c1ccc(F)cc1)N1CCOCC1)c1cccs1 (stereo not drawn) | 2.0
56 | Cn1c(C(F)(F)F)nn(CCNC(=O)Cn2c(=O)oc3ccccc32)c1=O | -21.0
57 | CCC1SC2=NC(C)=C(C(=O)OCc3ccccc3)C(c3ccccc3)N2C1=O (stereo not drawn) | -8.0
58 | O=C(CSc1nc2c(-c3ccccc3)c[nH]c2c(=O)n1C1CC1)NCC1CCCO1 (stereo not drawn) | -12.0
59 | CN(C)/C=C(\C#N)C(=O)NN=Cc1ccccc1 | -8.8
60 | CN(C)c1ccnc(-n2cccc2C=NOCc2cccc(F)c2)c1C#N | -4.8
61 | O=C(c1cccs1)N1CCc2ccc(NS(=O)(=O)Cc3cccc(Cl)c3)cc21 | -9.0&1.0
62 | O=C(NN=Cc1c(Cl)cccc1Cl)C(=O)NC1CC1 | -2.1
63 | COC(=O)C1C(=O)NC(SCC(=O)Nc2nccs2)=C(C#N)C1c1ccccc1C (stereo not drawn) | 0.0
64 | COc1nc(C(N)=NO)nc(N2CCCCC2)n1 | -5.8
65 | COc1ccc(C(O)=C2C(=O)C(=O)N(CC3CCCO3)C2c2cc(OC)ccc2OC)cc1 (stereo not drawn) | -1.6
66 | Cn1cnc(S(=O)(=O)NCCNS(=O)(=O)c2cccs2)c1 | -8.0
67 | Cc1ccccc1OCC(O)Cn1c(N/N=C\C(Cl)=C\c2ccc([N+](=O)[O-])cc2)nc2c1c(=O)n(C)c(=O)n2C (stereo not drawn) | 5.0
68 | CCOC(=O)c1cnn2ccc(NC(=O)c3cc(-c4ccccc4)nn3C)cc12 | -14.0
69 | CC(=O)Nc1ccc(C(=O)NCCNC(=O)Nc2ccc(C(C)(C)C)cc2)cc1 | -9.0
70 | Cc1cc2c(SCc3cc(=O)[nH][nH]3)ncnc2s1 | 12.0
71 | CC1=CC(=O)C(N=[N+]=[N-])=C(C)C1=NC(C)=NS(=O)(=O)c1ccc(Cl)cc1 | 5.0
72 | COc1ccc(Cl)cc1NC(=O)Nc1cc(N2CCOCC2)ncn1 | -13.0
73 | Cc1ccc(NC(=O)Cn2c(C)nc3c(sc4cccc(F)c43)c2=O)cc1C | 3.0
74 | CCOc1ccccc1C(=O)NN=Cc1cccc2cccnc12 | 25.2
75 | Nc1cccc(-c2csc(-c3cccnc3)n2)c1 | -12.0
76 | COCCn1c(=NC(=O)c2cc(C)nn2C)sc2cc(F)ccc21 | 12.0
77 | Cc1cc(C)n(Cc2cccc(C(=O)NN=Cc3cccnc3)c2)n1 | -7.5
78 | CC(=O)N1CCN(c2c(C)cnc3c2c(=O)n(CC(N)=O)c(=O)n3C)CC1 | -19.0
79 | CC(=O)c1ccc(NC(=O)N2C[C@H]3C[C@H](C2)c2cccc(=O)n2C3)cc1 | 1.5
80 | COC(=O)c1ccc(NC(=O)C(=O)NCc2ccc(C(=O)c3ccsc3)s2)cc1 | -7.0
81 | COc1ccc(SCCCC(=O)N2CCN(c3nc4ccc([N+](=O)[O-])cc4s3)CC2)cc1 | 5.0
82 | COc1ccc(CCNc2nc(-c3ccccc3)cs2)cc1OC | 53.8
83 | Cc1ccc(C=NNC(=O)c2nnn(-c3nonc3N)c2-c2cccs2)cc1 | -23.0
84 | CS(=O)(=O)N1CCCc2ccc(NC(=O)C(=O)NCCC(O)c3cccc4ccccc34)cc21 (stereo not drawn) | 12.0
85 | COc1cccc(CSc2nc(CC(=O)NCc3ccc4c(c3)OCO4)cc(=O)[nH]2)c1 | -9.0
86 | CN(C)c1ccc(C(CNC(=O)CN2C(=O)c3ccccc3C2=O)N2CCCC2)cc1 (stereo not drawn) | 0.0
87 | O=c1[nH]c2nc(NC[C@H]3CCCO3)ncc2c(=O)n1Cc1ccccc1F | -15.0
88 | O=S(=O)(Nc1cc(Br)c(O)c2ccccc12)c1ccc2ccccc2c1 | 51.0
89 | CCN1C(=O)c2cccc3c(NC(C)=O)ccc1c23 | 0.0
90 | CC(C)Sc1ccc(CC(=O)NCCN2CCN(c3ccc(F)cc3)CC2)cc1 | -25.0

Part of the list above in a different format:
38) COc1ccc2oc(=O)c(S(=O)(=O)N3CCc4ccccc4C3)cc2c1
  SSB-PriA inh: 2.0

76) COCCn1c(=NC(=O)c2cc(C)nn2C)sc2cc(F)ccc21
  SSB-PriA inh: 12.0

Further results
nr | smiles | SSB-PriA inh
91 | Cc1ccsc1C=NNC(=O)Cn1nnc2ccccc21 | -12.7
92 | O=C(/C=C\c1ccc2c(c1)OCO2)NCCn1ncc2c(=O)n(Cc3ccc(Br)cc3)cnc21 | -2.0
93 | CC(C)CNC(=O)c1nn2c(C(F)(F)F)cc(-c3cc(Br)cs3)nc2c1Br | 4.0
94 | O=C(C1CC1)N1CCCC(c2nnc(-c3ccc4c(c3)OCO4)o2)C1 (stereo not drawn) | -18.0
95 | O=C(NC(=S)NC1CCS(=O)(=O)C1)c1ccc([N+](=O)[O-])cc1 (stereo not drawn) | 9.0
96 | COc1ccc(C(=O)NN=C(C)c2cccc(NC(=O)c3ccncc3)c2)cc1OC | -5.7
97 | CC(=O)N(N=C1Sc2ccccc2C1=O)c1ccccc1C | -0.1
98 | O=C(c1ncccn1)N1CCN(c2ccc(N3CCOCC3)nn2)CC1 | -9.0
99 | O=C(NCCC1=CCCCC1)c1c[nH]c(=O)n(Cc2ccco2)c1=O | -11.0
100 | Clc1ccc(C=NNc2nn[nH]n2)cc1 | 5.0
101 | Cn1c(NC(=O)c2cccs2)c(-c2ccccc2)c(=O)c2ccccc21 | -2.0
102 | CCOC(=O)NN=Cc1sccc1C | -21.5
103 | O=C1N=c2ccc(Br)cc2=C1c1sc(Nc2cccc(C(F)(F)F)c2)nc1O | 9.0
104 | CN(C)c1cccc(C(=O)NCCSC2CCOCC2)c1 | -5.0
105 | O=C(Cc1cc(-c2ccc3c(c2)OCCO3)on1)Nc1nc2ccccc2s1 | -12.0
106 | C=CCOc1ccc(/C=C/C(C)=NO)cc1 | -9.6
107 | COc1ccccc1NC(=O)N(C1=NCCC1)c1cccc(C)c1C | -7.0
108 | CCN1C(=O)C(C)(C)COc2ccc(NC(=O)COc3ccccc3OC)cc21 | 21.0
109 | CCOc1ccccc1-n1nnc(C(=O)Nc2cccc(C(C)=O)c2)c1C | -2.0
110 | O=C(O)CCc1ccc(C(F)(F)F)cc1 | 1.0
111 | Cc1cc(OC2CCN(C(=O)c3c(C)noc3C)CC2)cc(=O)o1 | -7.0
112 | COC1(CNS(=O)(=O)c2cccc(C(F)(F)F)c2)Cc2ccccc2C1 | -18.0
113 | O=C(Nc1ccnc2ccc(Cl)cc12)c1ccccc1 | 7.0
114 | O=C(Nc1cc(N2CCCC2)ncn1)c1cc(-c2cccs2)on1 | 3.0
115 | O=C(NN=Cc1cccnc1)c1cccc(S(=O)(=O)N2CCCC2)c1 | -6.7
116 | COCCN=c1scc(-c2ccco2)n1N=Cc1ccc(O)c(O)c1O | 18.4
117 | CCc1ccc2nc(N3CCN(C(=O)c4ccccc4OC)CC3)sc2c1 | 4.0
118 | Cc1ccc(S(=O)(=O)Nc2c(S(=O)(=O)c3ccc(C)cc3)c3nc4ccccc4nc3n2Cc2ccccc2)cc1 | 48.9
119 | COc1ccc(CCC(=O)NNC(=O)c2cccn(Cc3ccc(F)cc3)c2=O)cc1 | 2.0
120 | Cc1ccc(OCCn2cc(C=NNC(=O)c3ccncc3)c3ccccc32)cc1 | 9.4
121 | COc1cc(C)c(C)cc1S(=O)(=O)NC[C@H](O)c1ccc(C(F)(F)F)cc1 | -11.0
122 | CCCCNC(=S)N(C)N=Cc1c(F)cccc1F | -15.2
123 | CC(=NNC(=O)CSc1nc2ccccc2s1)c1cccnc1 | -6.7
124 | O=C(CSc1ccc(F)cc1)N(Cc1cccnc1)c1nc2ccc([N+](=O)[O-])cc2s1 | 2.0
